# MOR-DOR ag: agonists of human mu-delta opioid receptor heterodimerization | cells, OPRM1-OPRD1 heterodimerization, luminescence | activation, % at 9.3 µM | hit rate 0.3% among 340,000; in the data active = activation above about 18%;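 note: 0% = vehicle-treated cells and 100% = reference agonist; values of inactives mirror those of a sister screen read the other way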
# E coli growth: counter-screen for AddAB inhibitors: E. coli growth inhibition | inhibition, % at 11.9 µM | AID 449728 | E. coli V3065 growth, OD600 absorbance, 18 h | hit rate 0.27% among 330,000;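 active = inhibition above the campaign's mean inhibition across all tested compounds plus 3 SD, cut at about 9.9% in these data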;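 note: uninfected addAB+ strain grown without phage in ampicillin broth; 0% = DMSO wells and 100% = ciprofloxacin 0.95 µg/ml wells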
# Mot1-301 SUMO: SUMOylation pathway inhibition by Mot1-301 growth rescue; S. cerevisiae Mot1-301 growth rescue, ATP luminescence, 38.5C; percent above DMSO median, 100 means doubled; growth rescue, % at 18.8 µM; hit rate 1% among 320,000;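 active = every valid replicate shows activation above 250% relative to neutral control wells; inactive = the rest, any valid replicate at or below 250%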;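 note: OY570 slx delta 5 strain wells were the positive control but not used for scaling; some compounds called inactive have numbers as strong as hits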
# HTR5A ag: counter-screen for OPRM1-OPRD1 agonists: human HTR5A agonism | hit rate 0.61% among 340,000 | HTR5A agonist assay, luminescence, cell-based | P47898 | activation, % at 9.3 µM; in the data active = activation mostly above about 9.5%, no sharp cut-off; inactive = mostly below about 7.6%;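 note: 0% = cells with vehicle only and 100% = reference agonist; strong numbers were not always called active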
# Target sequence (P47898 whole entry, looked up): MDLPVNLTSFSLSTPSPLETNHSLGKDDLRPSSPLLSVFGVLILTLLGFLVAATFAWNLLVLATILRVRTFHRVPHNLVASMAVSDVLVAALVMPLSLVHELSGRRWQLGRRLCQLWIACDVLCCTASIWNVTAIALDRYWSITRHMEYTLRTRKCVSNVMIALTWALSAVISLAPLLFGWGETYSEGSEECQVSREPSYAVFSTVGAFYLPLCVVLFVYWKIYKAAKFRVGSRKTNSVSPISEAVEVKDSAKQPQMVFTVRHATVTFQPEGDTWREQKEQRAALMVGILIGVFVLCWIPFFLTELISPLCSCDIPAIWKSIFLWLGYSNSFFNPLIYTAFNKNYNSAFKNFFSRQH
# HTR5A inv ag: inverse agonist of human HTR5A in OPRM1-OPRD1 counter-screen; HTR5A cell line, luminescence, inverse agonism; inhibition, % at 9.3 µM; hit rate 0.083% among 340,000; in the data active = inhibition mostly above about 23%, no sharp cut-off; inactive = mostly below about 18%;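 note: 0% = cells with DMSO and 100% = no-cell wells with DMSO; some compounds called inactive have numbers as strong as hits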
# DSG3 Ab inh: human desmoglein-3 autoantibody binding inhibition | DSG3-coupled beads, scFv-anti-DSG3-GFP binding, flow cytometry; stronger effect = lower value | AID 588358 | binding (percent of control), % at 10 µM | P32926 | hit rate 0.48% among 310,000;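 active = binding more than 3 SD below its plate's average and above zero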;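 note: hits lower antibody fragment binding to DSG3; some compounds called inactive have numbers as strong as hits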
# PfHsp90 yeast 2: inhibits growth of yeast expressing Plasmodium falciparum Hsp90 | S. cerevisiae expressing PfHsp90, BacTiter-Glo ATP, 48 h; yeast lacking PDR1 and PDR3 efflux regulators | hit rate 0.32% among 310,000 | inhibition, % at 9.4 µM | AID 504621;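 active = every replicate shows inhibition above about 80%, whatever the replicate mean, limit read from the data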;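 note: 0% = DMSO neutral controls and 100% = 20 µM radicicol positive controls; yeast relying on Plasmodium falciparum Hsp90 in place of its own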
# phage Ecoli inh: E. coli growth loss with phage present; growth absorbance; inhibition, % at 11.9 µM; hit rate 0.26% among 360,000; AID 651602; in the data active = inhibition above about 11%
# PKA-R1A act: activates the PKA-R1A holoenzyme complex; PKA-R1A dissociation, Cy5-IP20 fluorescence polarization; scaled: DMSO 0%, 113 µM cGMP 100%; activation, % at 11.4 µM; hit rate 0.083% among 340,000; AID 504707;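 active = percent activation above the mean of all tested compounds plus 3 SD, cut at about 19% in these data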;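 note: higher means more PKAc released from R1A so a rise in polarization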
# OPRM1-OPRD1 inv: inverse agonist of human OPRM1-OPRD1 heterodimerization. inhibition, % at 9.3 µM. cell-based MOR-DOR heterodimer luminescence, inverse agonism. hit rate 0.21% among 340,000. P35372+P41143; in the data active = inhibition above about 22%, passing the limit was not always enough;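 note: 0% = cells with DMSO and 100% = wells without cells with DMSO; values of inactives mirror those of a sister screen read the other way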
# AddAB inh: less growth of phage-infected E. coli with AddAB; E. coli expressing H. pylori AddAB, absorbance growth; inhibition, % at 11.9 µM; hit rate 0.29% among 330,000; AID 435030; in the data active = inhibition above about 12%;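 note: 0% = vehicle wells of infected cells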
# * = called active by the depositor; nt = not tested or not shown. Compounds were not picked by outcome. Share with any hit: about 3.2%.
SMILES,MOR-DOR ag,E coli growth,Mot1-301 SUMO,HTR5A ag,HTR5A inv ag,DSG3 Ab inh,PfHsp90 yeast 2,phage Ecoli inh,PKA-R1A act,OPRM1-OPRD1 inv,AddAB inh
O=C(c1ccc([N+](=O)[O-])o1)N1CCN(c2nc3ccc(F)cc3s2)CC1,1.8,1.8,-40,-6,16,109,nt,2.1,18,-10,1.2
Cc1ccc(S(=O)(=O)NCC(=O)OCC(=O)NC2CCCCC2)cc1,-2.9,-0.3,-8,0,1,105,-15,1.8,-9,12,1.0
COc1ccccc1C1/C(=C(/O)c2ccccc2)C(=O)C(=O)N1CC(C)C (centres undefined),-0.8,2.2,23,6,-14,100,-10,2.9,-2,4,2.6
COc1ccc(CNC(=O)CCC(=O)c2ccc(C)cc2)cc1OC,-3.8,-0.6,-12,-1,9,nt,10,3.0,0,20,2.7
COc1cc(NC(=O)COC(=O)CSc2ccccc2F)c(C)cc1[N+](=O)[O-],-2.6,0.0,120,-1,3,93,-8,3.2,5,13,-0.2
CC1CCc2cc(F)ccc2N1C(=O)c1ccncc1 (centres undefined),-1.0,-0.6,-8,3,-8,101,14,1.8,-5,5,2.7
Cc1ccc(NC(=O)C(=O)NCC2CCCN2S(=O)(=O)c2cccs2)cc1C (centres undefined),-2.9,0.7,-1,2,-5,120,nt,2.9,3,15,1.8
CC(C)c1cc(C(=O)OCC(=O)NC(=O)NCc2ccco2)c(O)c(C(C)C)c1,1.5,0.3,10,-1,-26,105,-15,3.4,-14,-8,1.4
CCCc1nnc(NC(=O)CC(C)c2ccccc2)s1 (centres undefined),1.0,1.3,0,-4,-16,115,-16,4.1,-6,-5,0.2
Cc1ccc(N=N/C(=C\O)C(=O)c2ccc(Cl)cc2)cc1,6.1,-3.7,51,8,-3,98,107*,4.2,-1,-31,0.2
CCOc1ccc(NC(=O)CN(C)C(=O)c2cn(-c3ccc(F)cc3)nc2-c2cccc(OC)c2)cc1OCC,-1.4,-1.7,51,-2,6,100,-5,2.2,-6,7,-0.3
CCC(=O)N1C(C(=O)N2CCCC2)CSC1c1ccc(OC)cc1 (centres undefined),-2.9,-2.1,7,-2,7,107,15,-0.1,1,15,3.1
COc1cccc(/C=C2\SC(=S)NC2=O)c1OS(=O)(=O)c1ccc(NC(C)=O)cc1,-3.0,-1.3,2,-4,11,101,-11,3.4,7,18,1.5
COc1ccccc1C(=O)C1CCCN(C(=O)CSc2ccccn2)C1 (centres undefined),-4.0,-1.5,51,3,-7,99,24,-0.6,-13,19,-2.0
O=C(O)c1ccccc1OCCOCCOc1ccccc1C(=O)O,-0.7,0.3,-1,0,4,98,nt,1.1,-3,4,1.6

# 8 entries from above in another layout.
# Order of values: MOR-DOR ag, E coli growth, Mot1-301 SUMO, HTR5A ag, HTR5A inv ag, DSG3 Ab inh, PfHsp90 yeast 2, phage Ecoli inh, PKA-R1A act, OPRM1-OPRD1 inv, AddAB inh
O=C(c1ccc([N+](=O)[O-])o1)N1CCN(c2nc3ccc(F)cc3s2)CC1
 : 1.8, 1.8, -40, -6, 16, 109, nt, 2.1, 18, -10, 1.2
Cc1ccc(S(=O)(=O)NCC(=O)OCC(=O)NC2CCCCC2)cc1
 : -2.9, -0.3, -8, 0, 1, 105, -15, 1.8, -9, 12, 1.0
COc1ccccc1C1/C(=C(/O)c2ccccc2)C(=O)C(=O)N1CC(C)C (centres undefined)
 : -0.8, 2.2, 23, 6, -14, 100, -10, 2.9, -2, 4, 2.6
COc1ccc(CNC(=O)CCC(=O)c2ccc(C)cc2)cc1OC
 : -3.8, -0.6, -12, -1, 9, nt, 10, 3.0, 0, 20, 2.7
COc1cc(NC(=O)COC(=O)CSc2ccccc2F)c(C)cc1[N+](=O)[O-]
 : -2.6, 0.0, 120, -1, 3, 93, -8, 3.2, 5, 13, -0.2
CC1CCc2cc(F)ccc2N1C(=O)c1ccncc1 (centres undefined)
 : -1.0, -0.6, -8, 3, -8, 101, 14, 1.8, -5, 5, 2.7
Cc1ccc(NC(=O)C(=O)NCC2CCCN2S(=O)(=O)c2cccs2)cc1C (centres undefined)
 : -2.9, 0.7, -1, 2, -5, 120, nt, 2.9, 3, 15, 1.8
CC(C)c1cc(C(=O)OCC(=O)NC(=O)NCc2ccco2)c(O)c(C(C)C)c1
 : 1.5, 0.3, 10, -1, -26, 105, -15, 3.4, -14, -8, 1.4

# (cont.)
SMILES,MOR-DOR ag,E coli growth,Mot1-301 SUMO,HTR5A ag,HTR5A inv ag,DSG3 Ab inh,PfHsp90 yeast 2,phage Ecoli inh,PKA-R1A act,OPRM1-OPRD1 inv,AddAB inh
COc1cccc(OCc2nc(-c3cccc([N+](=O)[O-])c3)no2)c1,nt,-1.2,20,nt,nt,98,3,2.5,nt,nt,3.8
O=C(COC(=O)c1ccc(NS(=O)(=O)c2cccs2)cc1O)Nc1ccc(F)cc1,-1.6,-0.7,-6,1,-3,88,5,0.4,-15,8,1.5
CC1CC(C)CN(C(=O)/C=C/c2ccc([N+](=O)[O-])s2)C1 (centres undefined),2.6,nt,nt,-1,12,110,-14,1.9,-3,-13,nt
Cc1ccc(C2=NN=C(NC(=O)CSc3nncn3C)SC2)cc1,-1.4,-0.6,-3,-3,9,104,-2,1.4,0,7,1.2
Cn1c(=O)c2c(nc(NCCNC(=O)c3ccco3)n2Cc2ccc(F)cc2)n(C)c1=O,0.5,0.5,-9,-6,15,nt,-13,0.1,6,-4,-0.8
CCOC(=O)c1sc(-c2ccc(Br)cc2)cc1N,1.8,1.7,-1,4,-7,109,-4,2.6,-8,-10,0.8
CCn1c(CNC(=O)c2cccs2)nnc1SCC(=O)NCCc1ccccc1,0.2,nt,nt,1,-28,100,nt,0.3,-3,-1,nt
COc1ccccc1/C=N/n1c(C)nnc1-n1nc(C)cc1C,0.7,0.4,5,-1,2,99,nt,-1.1,-2,-4,1.8
Cc1ccc(N(C(=O)c2csnn2)C(C(=O)NC(C)(C)C)c2ccccn2)cc1 (centres undefined),-2.8,1.0,-7,2,-60,93,-2,3.0,-8,14,4.9
COc1ccc(Cl)cc1NC(=S)N1CCN(S(C)(=O)=O)CC1,0.0,-1.4,-2,1,-2,102,9,2.7,7,0,-2.0
Cc1ccc(NS(=O)(=O)c2ccc(NC(=O)c3cccs3)cc2)c(C)c1,1.1,-0.2,-6,1,-5,102,9,3.3,-6,-6,-0.3
O=C1c2ccccc2C(=O)c2cc(S(=O)(=O)Nc3ccccc3)ccc21,15,0.0,5,8,22,104,-85,3.1,0,-68,4.5
O=C(O)CN1C(=O)SC(Nc2ccc(C(=O)O)cc2)C1=O (centres undefined),-3.2,0.6,-4,4,-11,107,1,-0.2,-3,18,-0.3
COC(=O)Cn1c(=NC(=O)c2sc3ccccc3c2Cl)sc2cc(S(N)(=O)=O)ccc21,-0.1,-3.1,-5,3,-8,87,-3,2.5,-4,1,4.0
CC(=O)c1c(O)ccc2c(-c3ccccc3)cc(=O)oc12,0.5,-1.2,5,5,-1,105,-83,0.8,2,-2,1.4
Cc1ccc(NC(=O)CCC(=O)NNC(=O)c2ccccc2[N+](=O)[O-])c(C)c1,-1.4,-1.3,-17,0,0,103,-12,3.5,9,7,1.4
CCc1nn(CC(=O)NCCCN(C)C2CCCCC2)c(=O)c2cc3occc3n12,-1.2,-1.3,-4,-2,7,nt,14,nt,6,6,1.9
COC(CNC(=O)c1ccc2c(c1)nc(C)n2-c1cccc(F)c1)OC,-2.5,1.5,-6,-2,-13,126,nt,2.4,2,14,2.2
O=C(O)/C=C/C(=O)NCCC1=CCCCC1,-3.3,-0.2,8,0,1,96,8,3.9,-3,16,-0.2
O=C(Nc1ccc(Br)cc1)c1cccc(OC(=S)N2CCOCC2)c1,0.0,-2.1,-10,7,-18,nt,-11,2.2,14,0,-1.5
O=C(CNC(=O)c1ccco1)N/N=C/c1cccs1,-1.5,1.5,9,0,-23,99,-12,-1.1,-1,8,-0.4
CCN1CCCC1CNC(=O)CSCc1nc(-c2ccccc2C)oc1C (centres undefined),-2.5,0.9,-4,0,-7,104,14,2.0,-8,13,0.0
CCOc1cc2[nH]c(=S)n(CCOC)c(=O)c2cc1OCC,-1.2,-1.7,-8,4,-10,97,16,2.2,17,6,-2.4
Cc1cccc(CN2CCC(CNC(=O)C3CCCN(S(=O)(=O)c4cnc[nH]4)C3)CC2)c1 (centres undefined),-1.6,-2.7,nt,2,-6,119,4,nt,0,8,1.9
CCC(C)c1ccc(NC(=S)N2CCN(c3ccccn3)CC2)cc1 (centres undefined),-1.9,-2.2,74,3,22,106,-1,3.5,7,6,0.5
COc1cccc(C(=O)Nc2nc3ccccc3[nH]2)c1,-1.0,-2.9,62,-2,-25,104,17,2.0,-13,6,-1.9
COc1ccc(-c2cc(C(=O)Nc3cc(OC)c(OC)c(OC)c3)no2)cc1OC,-0.6,0.6,nt,5,4,104,6,nt,-8,3,-1.0
CCOC(=O)c1cnn(-c2ccc(C)cc2)c1N,-2.6,1.7,7,-4,2,79,-17,1.3,4,16,3.9
O=C(CSc1nnc(-c2ccccc2NC(=O)c2ccccc2)o1)OC1CCCCC1,1.4,0.5,443,-4,11,104,2,4.4,-1,-7,1.4
O=C(OCC(=O)N1CCOCC1)c1cccc(F)c1,0.4,-0.4,8,8,-24,99,13,1.8,2,-2,1.2
CCCn1c(N)c(C(=O)CSc2nnc(C)n2Cc2ccccc2)c(=O)n(C)c1=O,-2.5,1.1,219,-3,2,110,14,3.6,-10,14,-0.3
Cc1cc(F)ccc1S(=O)(=O)N1CCC2(CC1)OCCN2S(=O)(=O)c1cccs1,-1.8,1.6,19,7,-19,104,nt,4.8,-7,9,-0.6
O=C(Nc1ccc(Cl)c(Cl)c1)C1=Cc2ccccc2OC1,5.9,2.3,nt,2,-5,nt,20,6.5,-5,-33,8.7
COc1ccc(S(=O)(=O)N2CCCCC2)cc1NS(=O)(=O)c1ccc(CNC(C)=O)cc1,-0.2,-0.1,5,3,-10,97,-32,2.9,-2,1,-1.1
O=C(O)CC(NC(=O)C(c1ccccc1)c1ccccc1)c1ccc(F)cc1 (centres undefined),-3.5,1.7,-16,-4,10,105,29,1.8,-1,16,0.1
COc1ccc(OCC(=O)c2c(O)c3ccccc3oc2=O)cc1,0.0,0.0,-8,3,8,100,8,nt,-1,0,0.7
Cc1ccc(C(=O)N/N=C/c2ccoc2)cc1C,-0.7,1.5,5,6,-23,114,-3,2.0,-2,4,4.3
CCOC(=O)C1CCN(C(=O)CSC2=NCCS2)CC1,-1.9,-0.9,22,0,-1,92,1,1.4,-13,11,-0.2
Cc1cccc(-n2nc3c(c2NC(=O)c2ccco2)CS(=O)(=O)C3)c1C,-0.8,0.4,2,0,10,123,nt,1.5,-9,4,2.7
CC(=O)c1ccc(NC(=O)CCc2ccc(C)o2)cc1,-0.3,-0.7,1,3,-12,115,-12,1.4,2,2,0.3
CCCCc1ccc(NC(=O)CN2C(=O)NC(Cc3ccccc3)C2=O)cc1 (centres undefined),17,nt,nt,5,2,103,nt,2.9,7,-108,nt

# Assay outcomes as filed in PubChem BioAssay.
